# Source: PubChem BioAssay
# MRP1 act: H69AR viability gain despite doxorubicin, primary screen, MRP-1 activator project, H69AR cells, CellTiter-Glo | viability rescue | viability increase, % at 10 µM | 140,000 compounds, 0.61% hits | AID 799, 2007;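 active = viability gain under doxorubicin at or above a set limit, the compound median plus 3 SD, cut at about 4.7% in these data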;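 also: MRP-1 overexpressing cells given doxorubicin 25 µM after compound pretreatment; 18-22 h compound pretreatment then 72 h with doxorubicin before readout; 0% = doxorubicin-only wells and 100% = vehicle-treated cells without doxorubicin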
# BB579 growth dn: growth inhibitors of yeast BB579 in restrictive medium, primary screen, yeast lifespan-shortening project, S. cerevisiae; AID 804, 2007; inhibition, % at 10 µM; 140,000 compounds, 0.51% hits; OD615, 48 h;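 active = inhibition above a set limit, 3 SD over the mean compound inhibition, cut at about 44% in these data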; also: inactives centre near -24
#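 test system = yeast BB579 (DeaD) | buffer or medium = restrictive CSMM-D medium | doses = single compound dose of 10 µM, 0.25% DMSO final | times = 4 h preincubation and 48 h exposure at 30 °C | technique = culture absorbance at 615 nm | benchmarks = amphotericin B 10 µg/mL, positive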
# E-sel TNF inh: E-selectin induction blockers in HUVEC – imaging, immunofluorescence, high content, primary screen; HUVEC TNFa-induced E-selectin immunofluorescence; inhibition, % at 2 µM; 120,000 compounds, 0.71% hits;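 active = inhibition above the batch mean plus 3 SD, and confirmed as a hit on visual image review, cut at about 43% in these data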;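 also: 0% = TNF-stimulated DMSO wells and 100% = unstimulated control wells; not every result past the cut was called active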
# bCat KO growth: primary screen for growth suppressors in beta-catenin knockout HCT116 cells (colon tumor, human); AID 818, 2007; viability, % at 10 µM; 140,000 compounds, 1.5% hits; HCT116 beta-catenin knockout viability, CellTiter-Glo, 60 h; hits give low values;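 active = viability at or under a set limit, the compound median less 4 SD, cut at about 6% in these data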;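 also: 0% = Hyamine 1622 control at 20 µM and 100% = untreated cell control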
# Measles CPE: compounds protecting cells from measles virus cytopathic effect, primary screen, measles RdRp inhibitor project, single point, MLSMR library, absorbance | 140,000 compounds, 1.5% hits | Measles virus-infected cells, CPE protection | protection (pct of control), % at 4 µM; in the data active = protection mostly above about 24%, no sharp cut-off; inactive = mostly below about 26%; also: some compounds called inactive have numbers as strong as hits
# GALR2 blocker: GALR2 antagonists in receptor-expressing cells, primary screen; 140,000 compounds, 0.39% hits; Galanin receptor type 2 (Homo sapiens), O43603; inhibition, % at 4 µM; antagonist mode; in the data active = inhibition above about 27%;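 also: cells stimulated with galanin 1-16 at roughly its EC80; 0% = agonist challenge control and 100% = basal control without agonist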
# Target sequence (O43603 whole entry, looked up): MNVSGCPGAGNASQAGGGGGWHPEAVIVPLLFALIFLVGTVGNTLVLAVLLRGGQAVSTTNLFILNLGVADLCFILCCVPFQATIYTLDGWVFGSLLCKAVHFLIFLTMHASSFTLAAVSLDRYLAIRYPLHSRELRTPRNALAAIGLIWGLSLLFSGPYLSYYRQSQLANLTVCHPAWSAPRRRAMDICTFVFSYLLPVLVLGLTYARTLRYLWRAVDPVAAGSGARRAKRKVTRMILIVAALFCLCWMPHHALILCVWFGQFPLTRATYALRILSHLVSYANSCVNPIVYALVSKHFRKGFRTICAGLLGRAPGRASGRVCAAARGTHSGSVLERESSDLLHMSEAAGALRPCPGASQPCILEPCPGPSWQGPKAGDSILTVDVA
# Yeast lifespan up: compounds extending yeast replicative lifespan, primary screen, S. cerevisiae, OD615; S. cerevisiae growth with nicotinamide; deaD strain in restrictive glucose medium; AID 775, 2007; inhibition of the nicotinamide effect, % at 10 µM; 130,000 compounds, 0.68% hits;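 active = inhibition above a set limit, placed 3 SD over the median of all compounds, cut at about 26% in these data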;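 also: 0% = nicotinamide-treated wells and 100% = cells grown without nicotinamide; some compounds called inactive have numbers as strong as hits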
#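 Assay system: engineered S. cerevisiae DeaD replicative-lifespan strain, galactose-grown log-phase cells; medium: restrictive CSMM-D dextrose medium; also added: nicotinamide, 1.5 mM, co-present with compound; schedule: 48 h compound exposure at 30 °C, humidified; detection: absorbance at 615 nm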
# NPY Y2 blocker: NPY-Y2 receptor antagonists, primary screen, cell-based. AID 793, 2007. inhibition, % at 2.7 µM. 140,000 compounds, 0.99% hits. NPY-Y2 expressing cells, antagonist mode; in the data active = inhibition above about 17%;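 also: 0% = vehicle with agonist challenge and 100% = reference antagonist with challenge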
# Target sequence (P49146 whole entry, looked up): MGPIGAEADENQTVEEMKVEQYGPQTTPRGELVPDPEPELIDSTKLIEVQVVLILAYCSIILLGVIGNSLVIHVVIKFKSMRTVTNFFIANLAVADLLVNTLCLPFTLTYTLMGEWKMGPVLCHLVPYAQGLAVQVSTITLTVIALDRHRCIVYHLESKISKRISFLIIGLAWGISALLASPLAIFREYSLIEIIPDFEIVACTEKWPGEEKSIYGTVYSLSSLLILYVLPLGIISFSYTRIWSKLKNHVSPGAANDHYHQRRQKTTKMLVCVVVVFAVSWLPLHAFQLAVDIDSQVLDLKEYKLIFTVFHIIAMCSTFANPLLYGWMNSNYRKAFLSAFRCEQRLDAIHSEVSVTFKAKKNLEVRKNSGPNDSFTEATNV
# Phagocyt inh: inhibitors of macrophage phagocytosis, primary screen, imaging, J774A.1 cells, IgG beads | J774A.1 macrophage IgG-bead phagocytosis | inhibition, % at 5 µM | 110,000 compounds, 0.07% hits | AID 1029, 2008;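 active = inhibition above the mean of the plate negative controls plus 5 SD, cut at about 13% in these data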;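 also: phagocytic index as fraction of beads internalized from green versus red external bead signal; plate controls were DMSO negative control for no effect and cytochalasin-D positive control for full effect; some results beyond the cut were filed as inactive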
# PTEN del growth: growth suppression of PTEN-null HCT116, primary screen, cell-based, CellTiter-Glo; HCT116 PTEN-null viability, 60 h; hits give low values; viability, % at 10 µM; 140,000 compounds, 1.2% hits;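 active = viability at or below a set limit, 4 SD under the median of all tested compounds, cut at about 3.7% in these data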;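 also: PTEN knockout HCT116 line with beta catenin targeted HCT116 as companion control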
# * = called active by the depositor; . = not tested or not shown.
SMILES,MRP1 act,BB579 growth dn,E-sel TNF inh,bCat KO growth,Measles CPE,GALR2 blocker,Yeast lifespan up,NPY Y2 blocker,Phagocyt inh,PTEN del growth
O=C(CN1CCC(N2CCCCC2)CC1)N1CCCc2ccccc21,-3.7,-7.1,9.5,78.9,2.2,-2.4,-9.5,5.9,-0.4,83.7
COc1ccc(NC(=O)Nc2ccccc2F)cc1,-0.4,-10.3,-0.5,81.1,5.4,-1.7,-11.6,3.1,.,79.9
O=C(COC(=O)CCc1ccc(S(=O)(=O)N2CCOCC2)cc1)Nc1ccc(Cl)cn1,-1.3,-21.6,-30.5,104.0,2.1,-2.8,-12.3,1.2,.,100.9
COc1ccc2c(c1)O[C@@H](c1cccc(C(F)(F)F)c1)[C@H](OC(=O)N[C@H]1CCCc3ccccc31)C2=O,-1.2,2.1,.,51.7,6.3,-7.5,-0.6,-0.9,.,57.1
CCn1cc(C(=O)NCc2ccco2)c(=O)c2cc(F)c(N3CCN(C(=O)c4ccco4)CC3)cc21,-3.9,-12.8,-20.6,80.4,1.5,-1.3,-25.2,-0.7,2.6,64.7
Cn1c(SCC(=O)NC(=O)NCc2ccco2)nnc1-c1ccccc1,-0.4,-28.5,2.1,106.8,17.2,2.5,-5.3,1.6,0.1,116.4
Cc1ccc(CSc2nnc(SCC(=O)N/N=C/C=C/c3ccco3)s2)cc1,-0.9,19.1,-15.4,97.5,11.0,-1.4,-1.3,5.0,-2.9,110.6
O=c1[nH]c(N2CCCCC2)nc2c1CCCC2,2.1,-12.0,-1.5,106.0,10.4,-1.3,-13.7,2.3,-0.5,100.6
O=C(OC1CCCCC1)c1ccc(NC(=O)c2ccco2)cc1,0.2,-26.6,3.9,67.5,13.1,-3.8,-16.3,2.6,-0.2,64.4
O=C(CCCc1ccccc1)NCc1cccnc1,-1.7,-25.0,2.5,93.4,12.7,-7.7,-2.7,0.2,1.4,105.9
CCSc1nnc(NC(=O)CSc2nnc(CNC(=O)c3cc(OC)c(OC)c(OC)c3)o2)s1,-3.2,-5.0,34.9,80.7,47.0,-0.7,0.5,1.4,-11.3,83.5
COc1ccc(NC(=O)c2ccc3nc(-c4ccccc4)c(-c4ccccc4)nc3c2)c(OC)c1,-0.4,-51.6,-32.1,68.1,9.4,-21.6,-0.1,0.4,-4.5,75.0
CN(C(=O)c1ccno1)c1nnc(-c2cnccn2)s1,0.8,19.4,-24.3,102.9,5.7,-6.9,-14.5,0.6,0.0,99.0
Cc1ccc2c(CN3CCN(S(=O)(=O)c4ccc5c(c4)OCCO5)CC3)cc(=O)oc2c1C,-1.1,-51.5,.,41.1,23.4,9.3,-5.1,0.1,-0.9,38.6
O=C(NN1C(=O)C2C3c4ccccc4C(c4ccccc43)[C@@H]2C1=O)c1ccccc1 (some centres undefined),-1.3,-8.4,.,82.5,16.6,-2.3,2.6,-1.5,.,90.7
CC(C)(C)NC(=O)C(c1ccco1)N(C(=O)Cn1nnc(-c2ccc(F)cc2)n1)c1cccc(F)c1 (centres undefined),-1.9,-26.3,-16.9,70.5,0.4,14.2,-7.2,3.4,.,80.5
Cc1cc(=O)oc(C)c1C(=O)Nc1ccc2nsnc2c1,-3.5,-24.9,.,87.2,7.9,-1.7,-25.3,2.4,-0.3,97.6
O=[N+]([O-])c1cc(S(=O)(=O)N2CCCC2)ccc1N/N=C/c1cccs1,-4.0,-35.9,-9.0,90.5,1.1,-2.5,0.7,1.0,-0.6,97.8
COc1ccc(C(c2nnnn2CC2CCCO2)N2CCN(c3ccccc3)CC2)cc1 (centres undefined),-2.9,-9.2,-14.7,98.6,6.6,1.6,-24.6,6.6,.,100.0
Cc1cc(C(=O)Nc2sc3c(c2C#N)CCCC3)no1,-4.5,-13.8,9.3,59.1,1.1,8.7,-8.7,6.3,.,70.6
CN(C)CCNc1nc(-c2ccccc2)nnc1C(F)(F)F,-3.2,0.0,26.0,104.0,-0.1,4.5,-3.9,0.9,.,95.6
COCc1cc(C)n(CC(=O)Nc2ccccc2OC)c(=O)c1C#N,-0.2,-15.8,14.8,104.4,15.9,8.6,-6.0,2.6,-0.7,104.8
CCN(CC)C(=O)COc1ccc(-c2ccccc2)cc1,0.2,-31.5,1.6,98.2,5.3,-11.1,-22.7,-0.8,-0.5,94.1
O=C(Cc1coc2ccc3ccccc3c12)N1CCN(c2ncccn2)CC1,-3.3,-34.2,.,91.7,6.0,5.9,-5.6,4.4,-0.8,83.8
CCc1nc2ccccc2n1Cc1cc(=O)n2cc(C)ccc2n1,-2.4,-46.8,-16.8,103.8,5.5,-15.6,-6.5,4.4,-1.1,81.0
SMILES,MRP1 act,BB579 growth dn,E-sel TNF inh,bCat KO growth,Measles CPE,GALR2 blocker,Yeast lifespan up,NPY Y2 blocker,Phagocyt inh,PTEN del growth
Cc1ccc(-c2ccccc2)n1-c1ccc(C(=O)O)cc1,0.9,-5.1,.,78.3,3.8,-3.4,-0.8,4.9,0.1,78.6
O=C(Oc1nsnc1N1CCOCC1)c1ccccc1,-1.6,-32.1,-3.7,95.8,15.0,-9.4,3.7,0.9,-0.3,103.0
COc1cc(/C=C2\SC(N)=NC2=O)ccc1OCC(=O)Nc1ccc(C)cc1,-3.8,-29.6,-9.8,53.5,18.2,15.4,0.4,5.6,-6.4,40.8
CC(=O)c1ccc(OCC(=O)c2cc(C)n(-c3ccc4c(c3)OCO4)c2C)cc1,-0.9,-36.4,.,13.0,14.7,-18.2,3.1,4.9,-5.4,17.6
Cc1nc2nc(COc3ccccc3)[nH]n2c(=O)c1Cl,-0.3,-41.9,.,113.1,6.9,3.6,9.3,3.2,0.1,108.0
CCn1c(CCCNC(=O)c2ccc(F)cc2)nc2ccccc21,-0.9,-23.5,.,96.7,7.7,-2.7,-5.3,6.4,-0.2,95.3
O=C(NN=C1C2CC3CC(C2)CC1C3)c1cc(Cl)ccc1O,-4.8,13.5,8.3,97.1,6.9,3.6,-17.0,0.1,.,107.3
CC(C)(C)n1ncc2c(=O)n(CC(=O)NCc3ccco3)cnc21,-2.7,-22.0,-3.9,80.5,15.5,1.9,-7.2,2.7,.,81.8
O=C(NCCN1CCOCC1)c1ccccc1Oc1ccccc1,-0.6,20.1,-15.5,93.6,6.5,21.3,-12.8,0.1,-1.0,92.1
C/C(=N/NC(=O)C1CCN(S(=O)(=O)c2ccc(C)cc2)CC1)c1cccc([N+](=O)[O-])c1,-0.7,-34.1,.,88.0,9.9,15.3,-0.9,6.1,-9.8,86.9
COc1cccc(C(=O)Nc2ccc(C(F)(F)F)n(C)c2=O)c1,-2.7,-10.4,-1.1,87.3,1.5,11.5,-8.5,5.8,-3.0,78.8
CC1=CSC2=NC(=O)/C(=C/c3cccc(OC(=O)c4ccco4)c3)C(=N)N12,-1.4,-61.8,-3.8,94.2,12.7,12.1,9.9,2.0,-1.4,99.4
O=C1CC(N2CCC(Cc3ccccc3)CC2)C(=O)N1CCc1ccccc1 (centres undefined),-0.4,-23.2,1.8,95.4,6.5,-14.8,-6.1,5.5,1.1,86.9
CSc1nc2ccccc2cc1/C=C(\C#N)c1ccccc1,-4.4,-61.7,-50.0,22.4,4.0,7.4,-5.7,3.6,.,22.6
C=CCOc1c(CNc2cccc(C(=O)O)c2)cccc1OCC,0.0,-36.9,-13.8,110.0,4.4,1.8,22.3,-0.8,.,103.7
COc1ccc(-n2nc(C(=O)NCC(=O)NCc3ccco3)c3ccccc3c2=O)c(OC)c1,-2.8,-41.2,0.6,112.8,9.0,-11.3,-23.9,-1.8,-0.2,98.3
CCOc1ccc(NC(=O)/C=C/c2ccc(OC)cc2)c([N+](=O)[O-])c1,-0.3,-54.8,60.9*,99.4,4.4,-2.4,-2.2,3.9,-3.4,94.3
O=S(=O)(N1CCCCC1)N1CCN(CC(O)COc2ccc3cc(Br)ccc3c2)CC1 (centres undefined),-0.4,-60.4,.,26.7,20.0,-11.5,-2.1,1.8,3.6,42.9
CCc1nc2sc3ccccc3c(=O)c2c(=O)n1Cc1ccco1,-1.3,-13.2,.,73.3,14.6,8.2,7.2,1.0,.,89.2
CCOCCc1nnc(NC(=O)CN2C(=O)c3ccccc3C2=O)s1,-1.2,-31.1,16.4,102.6,0.6,8.9,-12.4,1.9,4.2,95.1
CCOc1ccc(C(=O)CN2CCN(S(=O)(=O)c3ccc(OC)cc3)CC2)cc1,-1.3,-18.2,10.6,93.5,6.6,7.7,43.5,5.1,-0.3,90.7
O=S(=O)(NCC1CCCO1)c1ccc(Br)s1 (centres undefined),-1.8,-21.4,-7.1,98.1,7.7,-10.4,-2.6,0.5,4.2,102.0
CCc1cccc(NS(=O)(=O)c2ccc3c(c2)oc(=O)n3C)c1,-1.9,-76.7,.,80.7,9.2,-3.7,-6.7,-1.0,.,78.8
CCC(=O)c1ccc(OCC(=O)O)cc1,-0.1,3.4,8.9,97.6,16.7,-2.7,2.6,3.6,-0.4,97.7
COC(=O)c1ccc(CSc2nnc(Nc3cccc(OC)c3)s2)o1,0.6,-41.5,-8.1,98.0,10.3,11.2,-10.5,6.3,-0.4,110.0
N#CC1=C(N)OC2=C(CC/C2=C\c2ccc(F)cc2)C1c1ccc(F)cc1 (centres undefined),-5.1,-29.1,24.3,67.6,22.4,-2.4,14.6,2.4,-0.7,63.4
CCOC(=O)c1cc2c(=O)n3cccc(C)c3nc2n(Cc2ccco2)c1=NC(=O)c1cccnc1,-1.0,-44.0,-10.7,75.7,3.2,9.0,-2.8,1.7,2.4,96.6
COc1cc(NC(=O)C2CCCO2)c(OC)cc1NC(=O)c1ccccc1 (centres undefined),-1.3,-21.1,-12.9,88.1,27.5,-19.4,-24.5,3.1,-0.8,91.2
O=C(c1cccc(F)c1)N1CCC(O)(c2cccnc2)CC1,0.3,-37.8,-2.8,86.3,17.5,0.6,-5.5,1.9,.,89.3
Cc1cc(C)c2c(N)c(C(=O)c3ccc(Cl)cc3)sc2n1,0.2,-28.5,18.2,85.6,3.6,2.4,-5.3,-3.6,2.8,78.5

# 3 compounds out of the list, ordered by formula weight, falling:
SMILES,MRP1 act,BB579 growth dn,E-sel TNF inh,bCat KO growth,Measles CPE,GALR2 blocker,Yeast lifespan up,NPY Y2 blocker,Phagocyt inh,PTEN del growth
CCOC(=O)c1cc2c(=O)n3cccc(C)c3nc2n(Cc2ccco2)c1=NC(=O)c1cccnc1,-1.0,-44.0,-10.7,75.7,3.2,9.0,-2.8,1.7,2.4,96.6
CCOc1ccc(C(=O)CN2CCN(S(=O)(=O)c3ccc(OC)cc3)CC2)cc1,-1.3,-18.2,10.6,93.5,6.6,7.7,43.5,5.1,-0.3,90.7
N#CC1=C(N)OC2=C(CC/C2=C\c2ccc(F)cc2)C1c1ccc(F)cc1 (centres undefined),-5.1,-29.1,24.3,67.6,22.4,-2.4,14.6,2.4,-0.7,63.4

# The order is random, and some 6.3% of all compounds hit somewhere here.
